Screens: PubChem BioAssay, National Center for Advancing Translational Sciences (NCATS)
Giardia killer = Giardia lamblia killing; Giardia lamblia trophozoite viability; activity change, % at 7.66 µM, hits read low; actives 0.15% (n = 340,000); AID 540267; in the data active means activity change below about -80%; inconclusive means between about -30% and that limit;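 further: parasites exposed to compound for two days anaerobically before the ATP read; on the % scale 0 is the no-effect control and ±100 the full control effect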
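Each well holds 100 Giardia trophozoites and compound. After two days (48 hrs) at 37 deg C in anaerobic conditions, ATP is quantified by luminescence.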
GALK inhibitor = blocks human galactokinase activity. Purified GALK, Kinase-Glo residual ATP luminescence. Potency, µM (top dose mostly 57.5 µM), for inactives: at the top dose activity change, negative = inhibition, usual class: inhibitors. actives 0.007% (n = 270,000). AID 1868; further: potency means the concentration at half of the fitted maximal effect; on the % scale 0 is the no-effect control and ±100 the full control effect
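Kinase-Glo Plus luminescence measured ATP left after a 1 h room-temperature reaction. The reaction used 5 nM GALK, 100 uM galactose and 35 uM ATP at pH 8.0 (20 mM HEPES, 5 mM MgCl2, 60 mM NaCl, 1 mM DTT, 0.01% BSA).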
Coupling enz = coupling enzyme interference in Giardia aldolase counter-screen; coupling enzyme system counterscreen, AmpLite Red fluorescence; activity change, negative = inhibition, % at 58.2 µM, hits read low; actives 0.67% (n = 290,000); AID 2472; in the data active means activity change below about -30%; further: on the % scale 0 is the no-effect control and ±100 the full control effect
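Final compound at 57.5 uM, incubated 10 min at RT with coupling enzyme reagent (glyceraldehyde-3-phosphate), then 20 min with substrate and AmpLite Red detection. Fluorescence read at 525/598 nm; tests interference with the coupling assay, not aldolase inhibition.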
B2AR arrestin = agonists driving beta-arrestin recruitment to human beta2-adrenergic receptor; beta-arrestin recruitment to beta2AR, cell-based reporter; Potency, µM (top dose mostly 46.1 µM), for inactives: at the highest dose activation, usual class: activators; actives 0.02% (n = 330,000); AID 492947;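 further: potency means the concentration at half of the fitted maximal effect; 0% = DMSO controls and full agonism = EC100 isoproterenol or metaproterenol; nearly all actives have a fitted effect of over 65% in size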
KCNH2 3.1 block = inhibitors of human KCNH2 3.1 potassium channel isoform; actives 0.95% (n = 340,000); AID 720553; U2OS KCNH2 3.1, thallium flux FluxOr; active compounds read low; activity change, % (tested at about 1.8 µM);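 active means maximum activity change below -70%; inconclusive means maximum activity change from -70% to -50%; inactive means maximum activity change above -50%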;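 further: thallium influx rate constant from kinetic fluorescence after stimulation buffer; on the % scale 0 is the no-effect control and ±100 the full control effect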
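Thallium flux via FluxOr fluorescence (Red40 quencher, 45 min loading) in U2OS cells virally expressing the KCNH2 3.1 isoform (1.77 x 10^8 /mL virus, overnight at 37 C). Rate constants from 2-min kinetic reads post-stimulation, normalised to positive and negative controls.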
USP2a inh = inhibitors of human ubiquitin-specific protease USP2a; O75604; USP2 core, Ub-CHOP2 coupled fluorogenic reporter, 485/531; Potency, µM (top dose mostly 38.3 µM), inactives show at the highest dose activity change, negative = inhibition, usual class: inhibitors; actives 0.01% (n = 330,000);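 further: potency means the concentration at half of the fitted maximal effect; plate controls were DMSO wells for no effect and full inhibition by NEM control for full effect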
Target sequence (O75604 whole entry, looked up): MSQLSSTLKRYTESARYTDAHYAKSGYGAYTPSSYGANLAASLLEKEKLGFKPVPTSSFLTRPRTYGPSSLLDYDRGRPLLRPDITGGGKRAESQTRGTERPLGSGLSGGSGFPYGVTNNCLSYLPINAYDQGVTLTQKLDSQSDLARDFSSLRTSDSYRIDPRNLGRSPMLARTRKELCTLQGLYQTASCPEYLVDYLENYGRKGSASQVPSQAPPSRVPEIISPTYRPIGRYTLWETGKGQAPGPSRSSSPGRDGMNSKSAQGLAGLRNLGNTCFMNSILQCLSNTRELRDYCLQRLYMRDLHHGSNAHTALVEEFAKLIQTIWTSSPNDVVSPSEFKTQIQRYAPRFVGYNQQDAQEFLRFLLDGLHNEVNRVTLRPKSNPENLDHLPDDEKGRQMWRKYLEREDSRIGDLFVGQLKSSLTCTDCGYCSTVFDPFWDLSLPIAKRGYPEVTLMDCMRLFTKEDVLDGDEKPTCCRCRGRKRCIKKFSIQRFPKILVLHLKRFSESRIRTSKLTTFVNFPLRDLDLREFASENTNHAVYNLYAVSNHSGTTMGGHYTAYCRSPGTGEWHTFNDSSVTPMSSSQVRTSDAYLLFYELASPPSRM
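Cell-free coupled assay: 10nM USP2 core preincubated 30min RT with compound in Tris-HCl pH 8.0/CaCl2/CHAPS buffer, then 25nM Ub-CHOP2 and 25nM reporter substrate; fluorescence (Ex 485/Em 531) read after 60min RT, normalized to NEM inhibition, concentration-response curves fitted.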
Menin-MLL TR inh = menin-MLL binding inhibition, Texas Red mutant peptide | O00255 | Menin + Texas Red MLL mutant peptide, fluorescence polarization | Potency, µM (top dose mostly 61.6 µM), without a hit: at the highest dose FP activity change, negative = inhibition, usual class: inhibitors | actives 0.23% (n = 270,000); active means well fitted inhibition curve with a large enough effect in the polarisation, with a control signal flat, not every such curve was filed as active; inconclusive means small, poorly fitted or top-dose-only effect, or effect the other way, or a change in a side signal; inactive means no such curve, though single readings can be large or run the other way; the % refers to the polarisation; further: potency means the concentration at half of the fitted maximal effect; % of control where 0% means no effect; many of its hits are not listed in these tables
MLL CXXC-DNA inh = blocks binding of human MLL CXXC domain to DNA. MLL-CXXC / FITC-HOXA9 DNA fluorescence polarization. AID 2662. actives 0.037% (n = 290,000). Potency, µM (top dose mostly 115 µM), for the others: top-dose activity change, negative = inhibition, actives largely listed as inhibitors; active means well fitted inhibition curve with a large enough effect in the polarisation, with a control signal flat, not every such curve was filed as active; inconclusive means small, poorly fitted or top-dose-only effect, or effect the other way, or a change in a side signal; inactive means no such curve, though single readings can be large or run the other way; the % refers to the polarisation; further: potency means the concentration at half of the fitted maximal effect
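Purified MLL-CXXC (added from a 7 uM solution) was preincubated 5 min at ambient with pinned compounds in 50 mM Tris-HCl pH 7.5, 50 mM NaCl, 1 mM DTT, 0.05% BSA. Fluorescein-labeled HOX-A9 DNA (50 nM solution) followed, 30 min, then polarization read.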
TRPV1 agonist = human TRPV1 agonism. actives 0.19% (n = 320,000). AID 540275. Q8NER1. TRPV1-expressing cells, Fluo-8 calcium influx, agonist mode. activation, % at 8.33 µM; in the data active means activation above about 80%; inconclusive means between about 30% and that limit; further: 0% is about no effect
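Fluo-8 calcium influx in TRPV1-expressing cells, kinetic read (ex 480/em 520 nm). Compound added and read 3 min for agonist activity, followed by capsaicin at EC20 final and 2 min further read for enhancement.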
hERG WT inh = inhibitors of human wildtype KCNH2 potassium channel; Q12809; activity change, % at 1.84 µM; U2OS, BacMam KCNH2, thallium flux FluxOr; active compounds read low; actives 0.37% (n = 340,000);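 active means maximum activity change below -70%; inconclusive means maximum activity change between -70% and -50%; inactive means maximum activity change above -50%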; further: on the % scale 0 is the no-effect control and ±100 the full control effect
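U2OS cells transduced with wild-type KCNH2 virus are loaded with FluxOr dye for 45 min, and thallium flux is measured in kinetic reads before and after stimulation buffer. Rate constants are normalized to DMSO controls.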
PKM2 act = activators of human pyruvate kinase M2; P14618; purified PKM2, Kinase-Glo ATP luminescence, activation; response scale: 0% is enzyme alone, no compound; Potency, µM (doses to about 57.5 µM), inactives show at the top dose activation, hits mostly activators; actives 0.34% (n = 260,000); further: potency means the concentration at half of the fitted maximal effect; on the % scale 0 is the no-effect control and ±100 the full control effect; nearly all actives have a fitted effect of over 55% in size
Target sequence (P14618 whole entry, looked up): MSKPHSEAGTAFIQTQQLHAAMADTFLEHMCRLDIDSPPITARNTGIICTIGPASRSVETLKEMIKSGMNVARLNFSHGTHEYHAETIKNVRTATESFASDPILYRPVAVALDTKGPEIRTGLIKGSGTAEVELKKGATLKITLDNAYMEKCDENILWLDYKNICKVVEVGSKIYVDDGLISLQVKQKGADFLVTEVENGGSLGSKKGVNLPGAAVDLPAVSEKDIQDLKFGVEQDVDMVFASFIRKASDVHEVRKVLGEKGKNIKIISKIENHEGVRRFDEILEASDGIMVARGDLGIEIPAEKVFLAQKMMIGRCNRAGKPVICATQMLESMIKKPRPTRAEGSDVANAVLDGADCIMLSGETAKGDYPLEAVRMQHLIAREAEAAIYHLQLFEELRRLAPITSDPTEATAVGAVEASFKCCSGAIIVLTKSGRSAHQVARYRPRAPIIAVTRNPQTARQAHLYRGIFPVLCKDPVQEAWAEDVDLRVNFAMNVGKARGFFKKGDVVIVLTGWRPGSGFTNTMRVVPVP
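hPK-M2, >95% pure; 0.1 mM ADP / 0.5 mM PEP final; imidazole pH7.2 buffer w/ 7 mM MgCl2, 50 mM KCl; 1 h RT; Kinase-Glo lum. Intermediate enzyme activity for dual inhibitor/activator qHTS.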
Starred values were filed as active, the others as inactive; ? = inconclusive; . = not tested or not shown; & = joins results of further samples; [ ] = remark or other dose. Unless noted, the call rests on the fitted dose curve; in most records, active means well fitted curve in the direction sought with a large enough effect; inconclusive means small, poorly fitted or top-dose-only effect, or another doubt; inactive means no such curve, though single readings can be large; an effect the other way counts as inactive or inconclusive. An excerpt (hit frequency here may not be typical).

SMILES	Giardia killer	GALK inhibitor	Coupling enz	B2AR arrestin	KCNH2 3.1 block	USP2a inh	Menin-MLL TR inh	MLL CXXC-DNA inh	TRPV1 agonist	hERG WT inh	PKM2 act
Oc1c(C=C2N=c3ccccc3=N2)sc(=S)n1-c1ccccc1	-4	-2%	-2	0.4%	16	2%	?	-4%	0	2	-11%
COCCSc1nnc(NC(=O)C2CCN(C(=O)c3ccco3)CC2)s1	-7	-2%	0	-0.3%	-4	1%	37%[activator]	-4%	13	-9	.
CC(=O)Cn1ncc(Br)c(Br)c1=O	7	1%	2	0.0%	-6	3%	-21%	-7%	-4	0	5%
N=C1S/C(=C\c2ccco2)C(=O)N1c1ccc2c(c1)OCO2	-21	-1%	0	0.4%	8	-9%	?	-9%	6	1	?
COc1ccccc1N1CCN(C(c2cccs2)c2nnnn2C2CCCC2)CC1 (stereo not given)	0	-3%	0	0.1%	-12	-1%	0%	4%	5	-15	-1%
Cc1cccc(NC(=O)CN2C(=O)S/C(=C\c3ccc(O)c([N+](=O)[O-])c3)C2=O)c1	?	1%	6	3.3%	4	1%	?	3%	3	8	?
COc1cccc(NC(=S)NCc2cccs2)c1	5	2%	-1	-0.5%	0	-2%	-4%	4%	29	-10	-1%
Cc1ccc(OCC(=O)N(C)CC(=O)Nc2ccccc2Cl)c([N+](=O)[O-])n1	8	.	.	0.4%	7	0%	.	.	-5	-18	.
O=C(NCCCN1CCCC1=O)C1CCN(S(=O)(=O)c2cccc(Cl)c2Cl)CC1	-3	.	.	0.0%	5	0%	.	.	-2	0	.
CC(=O)Nc1ccc(CN2CCCC(C(=O)c3cccc(C(F)(F)F)c3)C2)cc1 (stereo not given)	11	2%	2	0.1%	-1	0%	6%	3%	?	39	2%

Not a retest: four of the compounds above.
SMILES	Giardia killer	GALK inhibitor	Coupling enz	B2AR arrestin	KCNH2 3.1 block	USP2a inh	Menin-MLL TR inh	MLL CXXC-DNA inh	TRPV1 agonist	hERG WT inh	PKM2 act
CC(=O)Cn1ncc(Br)c(Br)c1=O	7	1%	2	0.0%	-6	3%	-21%	-7%	-4	0	5%
N=C1S/C(=C\c2ccco2)C(=O)N1c1ccc2c(c1)OCO2	-21	-1%	0	0.4%	8	-9%	?	-9%	6	1	?
COc1ccccc1N1CCN(C(c2cccs2)c2nnnn2C2CCCC2)CC1 (stereo not given)	0	-3%	0	0.1%	-12	-1%	0%	4%	5	-15	-1%
Cc1cccc(NC(=O)CN2C(=O)S/C(=C\c3ccc(O)c([N+](=O)[O-])c3)C2=O)c1	?	1%	6	3.3%	4	1%	?	3%	3	8	?

Looked up one by one from above (two):
SMILES	Giardia killer	GALK inhibitor	Coupling enz	B2AR arrestin	KCNH2 3.1 block	USP2a inh	Menin-MLL TR inh	MLL CXXC-DNA inh	TRPV1 agonist	hERG WT inh	PKM2 act
Cc1cccc(NC(=O)CN2C(=O)S/C(=C\c3ccc(O)c([N+](=O)[O-])c3)C2=O)c1	?	1%	6	3.3%	4	1%	?	3%	3	8	?
N=C1S/C(=C\c2ccco2)C(=O)N1c1ccc2c(c1)OCO2	-21	-1%	0	0.4%	8	-9%	?	-9%	6	1	?

Taken from above:
Cc1cccc(NC(=O)CN2C(=O)S/C(=C\c3ccc(O)c([N+](=O)[O-])c3)C2=O)c1 @ hERG WT inh: 8
COc1cccc(NC(=S)NCc2cccs2)c1 @ KCNH2 3.1 block: 0

Additional compounds:
SMILES	Giardia killer	GALK inhibitor	Coupling enz	B2AR arrestin	KCNH2 3.1 block	USP2a inh	Menin-MLL TR inh	MLL CXXC-DNA inh	TRPV1 agonist	hERG WT inh	PKM2 act
COc1ccc(S(=O)(=O)N2CCOCC2)cc1NC(=O)c1cc2c(s1)CCCC2	-4	-1%	-4	-0.2%	4	5%	4%	3%	-7	11	-9%
Cc1ccc(C(=S)N2CCN(Cc3ccccc3)CC2)s1	23	0%	1	0.4%	-21	1%	-1%	-1%	23	-7	-3%
CC1CCCN(C(=O)NC2CC(=O)N(c3ccc4c(c3)OCCO4)C2)C1 (stereo not given)	-6	.	.	-0.3%	10	2%	.	.	3	2	.
COc1cc(Cl)ccc1OCc1cc(C(=O)N(C)C2CCOC2)no1 (stereo not given)	-7	-4%	.	-0.4%	-6	8%	.	-2%	12	0	.
COc1ccc(NC(=O)C(=O)Nc2cccc3ccccc23)c(OC)c1	6	-1%	-7	-0.9%	-4	3%	?	11%	2	-17	-1%
COCCNC(=O)C(=O)NCC(c1ccc2c(c1)OCO2)N1CCN(c2ccc(F)cc2)CC1 (stereo not given)	10	8%	1	-0.8%	-18	2%	-24%	4%	-4	6	0%
N#Cc1c(SCC(=O)Nc2nc3ccc(Br)cc3s2)sc2c(O)cc(=O)[nH]c12	-9	-1%	4	0.2%	2	1%	?	5%	-1	14	2%
CCN(CC)CCOC(=O)C(Cc1cccc2ccccc12)CC1CCCO1 (stereo not given)	8	2%	1&-1	0.0%	0	0%	?	-9%	3	19	.
Cc1ccc2c(CN(C)Cc3cccc(F)c3)cc(=O)oc2c1	-15	0%	0	-1.1%	-3	5%	?	0%	?	2	.
CCCCC(=O)N1CCCC(C)C1 (stereo not given)	-9	-2%	-1	0.5%	-1	0%	?	-13%	-5	-2	2%
Cc1ccc(S(=O)c2ccc(C)cc2)cc1	2	1%	-1	0.5%	5	-2%	-4%	1%	-3	3	16%
COC(=O)Cn1cnc2sc(C)c(S(=O)(=O)N3CCC(C)CC3)c2c1=O	5	0%	4	-0.2%	-5	1%	-1%	0%	0	-5	1%
CCCC[C@@H]1C[C@H]1[C@@H](NC(=O)c1ccco1)c1ccc(Cl)cc1	6	.	-2	1.1%	-31	0%	?	4%	19	-1	-3%
COc1cc(CNCCO)cc(Br)c1OCc1ccccc1Cl	17	0%	-1	-0.4%	-2	1%	-18%	-3%	22	3	0%
CS(=O)(=O)Nc1ccc(C2=NN(C(=O)c3ccco3)C(c3cccc(F)c3)C2)cc1 (stereo not given)	-3	-2%	-8	0.3%	.	-3%	25%	12%	13	16	?
O=c1c(Cc2c(F)cccc2Cl)c(O)ccn1Cc1ccc(F)cc1	-3	-2%	2	-0.2%	-6	3%	6%	-4%	1	-1	-2%
O=C1CC(=O)C(n2cncn2)C(c2ccc(Cl)cc2)C1 (stereo not given)	15	1%	9	-0.5%	3	0%	21%	1%	-8	2	1%
CC1CCN(C(=O)Cn2nnc(-c3ccc([N+](=O)[O-])cc3)n2)CC1	15	2%	-2	0.5%	10	1%	-14%	-6%	21	-16	-16%
CCC(C)c1c(O)nc(SCC(=O)Nc2ccccc2)[nH]c1=O (stereo not given)	-6	1%	3	2.8%	4	7%	-2%	13%	-2	-2	1%
Cc1c(C(=O)NCCCn2ccnc2)oc2ccccc12	25	0%	0	-0.2%	-6	2%	3%	-1%	5	0	17%
CCC1CCCCN1CCCNC(=O)Cn1ncn2nc(-c3ccc(OC)cc3)cc2c1=O (stereo not given)	-11	7%	.	9.9%	-6	2%	.	7%	2	6	.
CC(C)CCN1CC(O)=C(c2nc3ccccc3[nH]2)C1=N	5	1%	1	0.1%	1	1%	.	0%	?	-12	-5%
CCS(=O)(=O)NCCNc1ccc([N+](=O)[O-])cc1	-4	-3%	0	-0.3%	3	1%	-21%	6%	-1	-2	0%
COc1cccc(OCCNC(=O)c2ccc(C)cc2)c1	-2	1%	0	0.3%	29	-1%	-18%	4%	?	1	.
COc1ccc(OC)c(-n2c(-c3ccc(C)cc3)n[nH]c2=S)c1	-19	-1%	2	3.8%	-17	-1%	-6%	4%	-5	5	0%
COc1ccc(C2=CSC3=NNC4(CCCCC4)NN23)cc1	-16	-6%	2	0.2%	0	-1%	8%	21%	13	-6	-14%
CCCn1nnnc1SCC(=O)N1CCCCC1	36[activator]	-2%	1	-0.3%	16	-1%	.	35%[activator]	-3	-3	.
O=c1c2ccsc2ncn1Cc1ccccc1F	-3	-4%	1	-0.1%	0	1%	19%	1%	2	1	2%
O=C(O)c1cccc(NC2=Nc3cccc4cccc2c34)c1	0	-6%	-2	0.4%	20	2%	.	1%	1	11	-2%
COc1ccccc1N(C)S(=O)(=O)c1ccc(C(=O)Nc2nc(C)cs2)cc1	8	13%	-5	-0.9%	-9	0%	14%	9%	23	.	11%
CCOC(=O)N1CCN(C(=O)c2noc3c2COc2ccccc2-3)CC1	-3	5%	.	0.4%	-3	2%	.	21%	5	-11	.
O=C(CSc1nc(-c2ccccc2)cc(=O)[nH]1)Nc1ccccc1F	-1	5%	-1	-0.7%	-9	-7%	-7%	-10%	-1	3	.
